High-throughput results from PubChem.
PvdQ acylase – blocks Pseudomonas aeruginosa PvdQ acylase activity | inhibition, % at 10 µM | 0.063% of 340,000 active | AID 488965 | purified PvdQ acylase, fluorescence plate reader; in the data active = inhibition above about 30%, passing the limit was not always enough; inconclusive = no clear call, values can overlap the other calls;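 also: 0% = vehicle neutral wells and 100% = reference inhibitor wells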
LANA DNA inh – KSHV C-LANA DNA binding inhibition; inhibition, % at 9 µM; 0.078% of 340,000 active; MBP-C-LANA/FAM-LBS DNA binding, fluorescence polarization;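 active = highest replicate inhibition at or above 60% at 9 µM, even if other replicates fall short; inactive = all replicates below 60% inhibition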;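 also: 0% = neutral control wells and 100% = 4 µM acridine orange control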
dFosB activator – enhances mouse delta FosB homodimer DNA binding. P13346. purified delta FosB, TAMRA-CDK5 oligo fluorescence polarization; percent of positive-control signal above neutral wells. activation, % at 25 µM. 0.99% of 340,000 active. AID 493131;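 active = mean activation above about 17%, with every replicate also reaching it, limit read from the data, passing the limit was not always enough; inconclusive = only one of the two conditions met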;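 also: fluorescence polarization rise as delta FosB binds a TAMRA Cdk5 AP-1 oligo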
Target sequence (P13346 whole entry, looked up): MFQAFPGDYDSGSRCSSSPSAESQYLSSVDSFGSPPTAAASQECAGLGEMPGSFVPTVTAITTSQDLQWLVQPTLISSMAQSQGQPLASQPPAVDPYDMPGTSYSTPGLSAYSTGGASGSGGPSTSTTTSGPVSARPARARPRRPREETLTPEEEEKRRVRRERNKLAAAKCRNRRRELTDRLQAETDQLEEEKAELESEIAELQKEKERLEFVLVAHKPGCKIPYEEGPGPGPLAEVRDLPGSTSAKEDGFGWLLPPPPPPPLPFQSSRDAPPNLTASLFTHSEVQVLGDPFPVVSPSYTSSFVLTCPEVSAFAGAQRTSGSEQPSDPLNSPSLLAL
RTF Ca sens act – increases calcium sensitivity of human cardiac regulated thin filaments; AID 493008; 0.24% of 340,000 active; IANBD-labeled TnC RTF fluorescence at EC20 calcium; 0% EC20 calcium, 100% full calcium; activation, % at 7.2 µM;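 active = activation above the mean over all tested compounds plus 3 SD, cut at about 30% in these data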;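 also: rise in fluorescence read as greater calcium sensitivity of cardiac thin filaments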
Keap1 Nrf2 FP – inhibitors of human Keap1-Nrf2 protein-protein interaction; Q14145; Keap1 Kelch-Nrf2 peptide fluorescence polarization, 1536-well; inhibition, % at 9.4 µM; 0.15% of 340,000 active; AID 504523; in the data active = inhibition above about 12%; inconclusive = no clear call, values can overlap the other calls; inactive = below about 7.3%;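 also: human Keap1 Kelch domain with fluorescein labeled Nrf2 9mer peptide probe; 0% = neutral control wells and 100% = peptide positive control; higher means more block of Keap1 binding to Nrf2 peptide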
Target sequence (Q14145 whole entry, looked up, the tested form may be a part): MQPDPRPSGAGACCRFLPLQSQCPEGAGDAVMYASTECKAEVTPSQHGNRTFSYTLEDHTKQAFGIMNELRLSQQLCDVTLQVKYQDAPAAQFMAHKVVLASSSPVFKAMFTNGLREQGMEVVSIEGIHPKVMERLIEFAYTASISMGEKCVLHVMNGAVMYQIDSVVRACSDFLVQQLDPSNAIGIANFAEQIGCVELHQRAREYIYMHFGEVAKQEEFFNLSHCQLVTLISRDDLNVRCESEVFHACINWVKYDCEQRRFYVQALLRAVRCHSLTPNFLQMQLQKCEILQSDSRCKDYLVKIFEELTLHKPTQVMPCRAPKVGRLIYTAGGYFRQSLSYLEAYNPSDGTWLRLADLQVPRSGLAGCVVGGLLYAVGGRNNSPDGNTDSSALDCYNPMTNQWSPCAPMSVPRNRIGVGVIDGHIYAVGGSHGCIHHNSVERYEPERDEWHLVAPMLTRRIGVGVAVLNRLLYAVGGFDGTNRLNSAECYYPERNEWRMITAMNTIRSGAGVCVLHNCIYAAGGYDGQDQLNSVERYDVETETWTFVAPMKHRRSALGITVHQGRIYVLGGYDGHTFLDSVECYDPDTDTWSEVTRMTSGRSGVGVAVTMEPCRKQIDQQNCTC
PfHsp90 yeast 2 – inhibits growth of yeast expressing Plasmodium falciparum Hsp90; 0.32% of 310,000 active; inhibition, % at 9.4 µM; S. cerevisiae expressing PfHsp90, BacTiter-Glo ATP, 48 h; yeast lacking PDR1 and PDR3 efflux regulators;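 active = every replicate shows inhibition above about 80%, whatever the replicate mean, limit read from the data; inconclusive = mean inhibition reaches the set limit but some replicate falls short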;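 also: 0% = DMSO neutral controls and 100% = 20 µM radicicol positive controls; yeast relying on Plasmodium falciparum Hsp90 in place of its own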
CDK5 p35 inh – CDK5/p35 (human) kinase inhibition. Q00535+Q15078. Recombinant CDK5/p35, ADP-Glo luminescence, 60 min. inhibition, % at 10 µM. 0.01% of 330,000 active;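 active = highest replicate inhibition of at least 50% and at least 75% of replicates reaching 50%; inconclusive = only one of the two criteria met; inactive = both criteria failed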;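 also: plate controls were DMSO neutral control for no effect and GW8510 at 10 µM for full effect; many of its hits are not listed in these tables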
RTF Ca sens inh – cardiac RTF calcium desensitization. P19429+P45379. IANBD-labeled cardiac RTF, Ca2+ fluorescence. inhibition, % at 7.15 µM. 0.12% of 340,000 active. AID 493244;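 active = inhibition above the mean inhibition of all tested compounds plus 3 SD, cut at about 17% in these data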;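 also: assay run at fixed EC70 calcium of 1.6 mM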
Rtt109 HAT inh – inhibitors of Candida albicans Rtt109/Vps75 histone acetyltransferase. Q5AAJ8. purified Rtt109/Vps75, ThioGlo CoA-SH fluorescence, 4 h. inhibition, % at 34.9 µM. 0.16% of 330,000 active;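 active = inhibition of at least 50% in every replicate; inconclusive = best replicate reaches 50% inhibition but some replicates fall short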
NSD2 inh – NSD2 (human) methyltransferase inhibition; 0.54% of 310,000 active; NSD2 peptide methylation, AlphaScreen, 120 min; O96028; inhibition, % at 12.5 µM; in the data active = inhibition above about 50%
Mot1-301 SUMO – inhibitors of SUMOylation pathway: yeast Mot1-301 growth rescue; growth rescue, % at 18.8 µM; S. cerevisiae Mot1-301 growth rescue, ATP luminescence, 38.5C; percent above DMSO median, 100 means doubled; AID 2716; 1% of 320,000 active;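 active = every valid replicate shows activation above 250% relative to neutral control wells; inactive = the rest, any valid replicate at or below 250%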;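 also: OY570 slx delta 5 strain wells were the positive control but not used for scaling; some compounds called inactive have numbers as strong as hits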
Starred values were filed as active, the others as inactive; ? = inconclusive; · = no result given. Some of the compounds tested (hit frequency here may not be typical).

nr	SMILES	PvdQ acylase	LANA DNA inh	dFosB activator	RTF Ca sens act	Keap1 Nrf2 FP	PfHsp90 yeast 2	CDK5 p35 inh	RTF Ca sens inh	Rtt109 HAT inh	NSD2 inh	Mot1-301 SUMO
1	COC(=O)C1=C(c2cccc(OCc3ccccc3)c2)C[C@@H]2CC[C@H]1N2C(=O)NCc1ccc(C(F)(F)F)cc1	-15	1.5	-7	2	-4	-10	-1.5	-23	-10	·	38
2	COc1ccc(NC2(C#N)CCCCC2)cc1	-9	-0.6	-13	-3	0	-1	1.8	7	-4	16	1
3	CCC(C)C12CN3CCN(CC(C)(C3)C1=O)C2 (stereo unspecified)	-7	1.5	7	-1	-7	·	0.3	-7	6	-2	-13
4	CP(C)(=O)CCC(=O)O	-8	1.0	0	1	5	3	1.3	-8	-4	-4	1
5	O=C1NC(=O)C2(Cc3cc([N+](=O)[O-])ccc3N3CCN(C(=O)c4ccccc4)CC32)C(=O)N1 (stereo unspecified)	-7	0.7	-12	2	-1	-9	0.6	-3	11	-3	-2
6	Cc1cc(OC(C)C(=O)NCc2cccnc2)c2c3c(c(=O)oc2c1)CCC3 (stereo unspecified)	-16	0.5	14	-6	4	-31	-0.5	10	-2	-1	-3
7	NC(=O)Nc1ccc(C(=O)OCC(=O)Nc2ccc(Cl)cc2C(=O)c2ccccc2)cc1	-14	1.7	-5	-5	-3	24	-0.5	-9	-7	-3	1
8	C=C1N2CCC(CC2)C1(O)c1ccc(C)c(C)c1 (stereo unspecified)	4	0.6	3	9	2	4	-0.7	8	4	-2	19
9	COC(=O)C1=C(c2c(C)noc2C)C[C@@H]2CC[C@H]1N2C(=O)N1CCC(O)CC1	-4	0.7	-2	-5	0	15	0.7	-7	-6	·	-11
10	CC(CN1CCOCC1)OC(=O)Cc1ccccc1 (stereo unspecified)	-7	4.1	-2	3	5	·	-0.4	-9	-21	1	97
11	O=C1NC(=O)N(c2ccc(F)cc2)C(=O)/C1=C/c1ccc(N2CCOCC2)cc1	-11	0.6	-2	8	4	26	-3.8	6	-3	-3	-4
12	N[C@@H](Cc1c[nH]c2ccccc12)c1nnc(SCc2ccccc2F)o1	-14	-0.9	-8	-1	-5	-7	-0.4	-2	-9	3	-2
13	O=P(Nc1cccc(Cl)c1)(Oc1ccccc1)Oc1ccccc1	-11	-1.1	-10	1	0	-42	-2.1	-1	15	-4	-3
14	COc1ccc2c(c1)NP(=S)(c1ccccc1)N2 (stereo unspecified)	-23	21	-8	15	-2	·	-6.7	-7	2	·	·
15	Cc1ccc2c(c1Cl)NC(C(=O)O)C1CC(Sc3ccccc3[N+](=O)[O-])C(Cl)C21 (stereo unspecified)	-11	3.1	-14	-5	1	3	-0.9	0	-6	-7	-11
16	CC1=C(C(=O)N2CCC3(CC2)OCCO3)C2(CCC(C)CC2)OC1=O (stereo unspecified)	-11	1.1	-4	0	-2	23	0.4	1	0	-2	510
17	CCC(N)Cc1c[nH]c2ccccc12 (stereo unspecified)	-9	3.3	2	-4	-5	17	-1.8	1	3	33	·
18	CCC(=NCc1ccco1)c1c(O)n(-c2ccccc2C)c(=O)[nH]c1=O	-12	7.1	-5	7	-4	1	-2.9	1	0	1	-3
19	COc1cc(N2CCOCC2)ccc1/C=C1\C(=O)NC(=O)N(Cc2cccs2)C1=O	-5	-1.8	9	-1	0	2	-1.5	8	1	26	-9
20	COc1ccc(CNCCc2c[nH]c3ccccc23)cc1OC	-5	-3.7	-12	-3	1	-40	0.6	-7	-3	4	254
21	CNP(=O)(Oc1ccccc1)OC12CC3CC(CC(C3)C1)C2 (stereo unspecified)	0	0.1	-4	-3	-1	·	-1.8	-1	2	·	29
22	COC(=O)C1=C(c2cccc(OCc3ccccc3)c2)C[C@@H]2CC[C@H]1N2C(=O)NCc1cccc(OC)c1	-19	1.5	-9	3	-4	0	-0.1	-6	7	·	2
23	Cc1cccc(NC(=S)N2CC3CC(C2)c2cccc(=O)n2C3)c1C (stereo unspecified)	-15	-1.1	-4	6	-3	46	-2.3	-4	-5	0	338
24	CCn1c(C)c(C(=O)O)c2cc(OC)ccc21	-14	2.0	10	-2	-4	-4	-2.5	-4	-13	-4	2
25	CC(=NCc1cccnc1)c1c(O)n(Cc2ccccc2)c(=O)[nH]c1=O	-5	-0.7	-10	3	1	1	1.6	-13	7	-2	8
26	Cc1c(N=Nc2c(O)[nH]c(=S)[nH]c2=O)c(=O)n(-c2ccccc2)n1C	10	1.6	5	2	-6	6	1.4	0	22	-7	-22
27	CCC(C)C(NC(=O)CCCNC(=O)CCC(=O)OC1O[C@H]2OC3(C)CC[C@H]4[C@H](C)CCC(C1C)C24OO3)C(=O)O (stereo partly specified)	-8	-1.2	-2	4	0	-41	0.2	-6	-12	-2	86
28	C=C(C)c1cccc(C(C)(C)NC(=O)NC2CN3CCC2CC3)c1 (stereo unspecified)	-15	0.0	-3	2	-1	-44	-1.1	-14	6	51*	19
29	CCOC(=O)c1c(-c2ccc(OC)cc2)oc2ccc(OC(=O)N(C)C)cc12	-19	3.0	-16	1	2	?	1.9	-18	2	·	-13
30	Cc1[nH]c2ccccc2c1C(=O)CN1CC=C(c2ccccc2)CC1	10	0.1	7	0	-5	17	1.9	-4	·	4	8
31	CC(C(=O)Nc1ccc(Br)cc1C(=O)c1ccccc1)N1CCOCC1 (stereo unspecified)	-13	1.0	-3	-3	0	-19	-1.2	-5	4	6	-28
32	CN1C(=O)C(C2c3ccccc3C(=O)N2Cc2ccc([N+](=O)[O-])cc2)C(=O)N(C)C1=O (stereo unspecified)	-9	-0.5	2	0	-6	·	-5.9	2	·	0	4
33	Cc1cc(C)cc(N2C(=O)NC(=O)/C(=C\c3cccn3-c3ccc(Cl)cc3)C2=O)c1	21	3.3	-8	-5	-6	7	0.6	-7	6	9	60
34	COc1cccc(OC)c1C(=O)Nc1nc(N)n(-c2ccccc2)n1	1	-0.1	3	0	6	·	0.7	0	5	0	-6
35	CCC(=O)CC(c1ccc([N+](=O)[O-])cc1)c1c(O)c2ccccc2oc1=O (stereo unspecified)	5	-0.3	-6	-4	1	16	0.9	2	-6	1	21
36	Cc1ccc(Cl)cc1N1CCN(CCN)CC1	2	-0.8	0	1	-3	14	-0.4	-1	24	·	12
37	COc1ccc(C(=O)C2CCCN(Cc3cnc(C)s3)C2)cc1OC (stereo unspecified)	-3	-0.3	5	8	-4	-16	-0.3	9	-8	-2	9
38	COC(/C(C)=C/C=C/C(C)=C/c1coc(C)n1)C(C)C1CC(O)C2(C)OC2C=CC(C)C2CC(CC(=O)O2)CC2OC2C(=O)O1 (stereo unspecified)	1	3.9	-5	-4	-2	9	0.6	-14	10	-2	·
39	CC1(C)C(c2ccccc2)=NC(c2cccnc2)N1O (stereo unspecified)	-7	1.5	-13	-3	-7	13	3.5	-7	-4	0	-15
40	C/C(CCc1c[nH]c2ccccc12)=N\O	-11	0.8	0	0	0	-5	0.9	-11	6	4	213
41	COc1ccccc1N1C(=O)NC(=O)C2(Cc3cc(C)ccc3N(C)C2)C1=O (stereo unspecified)	6	-0.8	-1	0	0	11	2.4	-1	6	·	21
42	CN(C)CC#CCOCCOCCC#N	-8	0.5	-2	1	4	10	1.5	-5	-2	0	-6
43	COC(=O)C1=C(c2ccc(F)cc2OCc2ccccc2)C[C@@H]2CC[C@H]1N2C(=O)NCc1ccc(F)cc1	-3	2.2	-11	-4	1	-12	-2.1	-6	-3	·	28
44	COP(=O)(NC(C)=O)SC (stereo unspecified)	-7	-0.6	2	3	-4	6	-1.2	3	-3	·	·
45	C=CCn1c(O)c(C(C)=NCCN2CCCCC2)c(=O)[nH]c1=O	-7	-0.2	-2	3	2	21	-1.1	2	5	-1	20
46	COc1ccc(C(CNC(=O)CCc2ccsc2)N(C)C)cc1 (stereo unspecified)	0	-1.3	-5	1	-2	5	2.2	-2	6	-3	124
47	O=C1NC(=O)C2(CCCc3ccc(N(CCCl)CCCl)cc32)N1 (stereo unspecified)	2	2.3	-5	-6	2	3	0.6	6	3	2	·
48	CC1CN(c2ccc([N+](=O)[O-])c3cccnc23)CC(C)N1 (stereo unspecified)	-22	-0.6	-1	3	-3	-3	0.3	7	-1	21	7
49	CCCC(=O)NC(Oc1ccccc1Cl)C(Cl)(Cl)Cl (stereo unspecified)	-7	-0.8	-3	-5	-2	-7	-1.2	-5	-2	-1	58
50	Cc1nc2c(c(C)nn2-c2ccccc2)c(C)c1CCC(=O)N1CCC2(CC1)OCCO2	-18	-0.3	-6	7	-1	6	0.1	1	6	·	-6
51	CCOC(=O)C1(CCc2ccccc2)CCN(Cc2csc(C(C)=O)c2)CC1	10	-2.2	-3	2	5	16	2.3	-1	3	0	280
52	Cc1ccccc1CC(=O)N(CCN(C)C)CC1CCCN(Cc2ccccc2F)C1 (stereo unspecified)	-3	-4.3	0	0	-3	22	0.1	-11	1	5	-11
